# Coupling enz: qHTS Assay for Inhibitors of Fructose-1,6-bisphosphate Aldolase from Giardia Lamblia: Coupling assay counterscreen. activity change, negative = inhibition, % at 58.2 µM, hits read low. actives 0.67% (n = 290,000). coupling enzyme system counterscreen, AmpLite Red fluorescence; in the data active = activity change below about -30%; also: % is scaled to controls: 0 for no effect and ±100 for the full control effect
#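 Counterscreen lacking aldolase: glyceraldehyde-3-phosphate coupling-enzyme reagent preincubated 10 min at RT with compound (at 57.5 uM final), then substrate/coupling system with AmpLite Red added; fluorescence read at 525/598 nm after 20 min RT.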
# TRPV1 agonist: HTS Assay for Compounds that Act as Agonists of the Vanilloid Receptor 1 | Transient receptor potential cation channel subfamily V member 1 (Homo sapiens), Q8NER1 | actives 0.19% (n = 320,000) | activation, % at 8.33 µM | TRPV1-expressing cells, Fluo-8 calcium influx, agonist mode; in the data active = activation above about 80%; inconclusive = between about 30% and that limit; also: 0% is about no effect
#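 Fluo-8 calcium influx in TRPV1-expressing cells, kinetic read (ex 480/em 520 nm). Compound added and read 3 min for agonist activity, followed by capsaicin at EC20 final and 2 min further read for enhancement.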
# Menin-MLL TR inh: qHTS Assay for Inhibitors Targeting the Menin-MLL Interaction in MLL Related Leukemias: Competition With Texas Red Labeled MLL-derived Mutant Peptide. O00255. Menin + Texas Red MLL mutant peptide, fluorescence polarization. Potency, µM (highest dose often 61.6 µM), for the others: at the highest dose FP activity change, negative = inhibition, actives largely listed as inhibitors. actives 0.23% (n = 270,000). AID 1768, 2009; active = well fitted inhibition curve with a large enough effect in the polarisation, with a control signal flat, not every such curve was filed as active; inconclusive = small, poorly fitted or top-dose-only effect, or effect the other way, or a change in a side signal; inactive = no such curve, though single readings can be large or run the other way; the % refers to the polarisation; also: potency is read from the fitted curve at half-maximal effect; % of control where 0% means no effect; many of its hits are not listed in these tables
# Target sequence (O00255 whole entry, looked up): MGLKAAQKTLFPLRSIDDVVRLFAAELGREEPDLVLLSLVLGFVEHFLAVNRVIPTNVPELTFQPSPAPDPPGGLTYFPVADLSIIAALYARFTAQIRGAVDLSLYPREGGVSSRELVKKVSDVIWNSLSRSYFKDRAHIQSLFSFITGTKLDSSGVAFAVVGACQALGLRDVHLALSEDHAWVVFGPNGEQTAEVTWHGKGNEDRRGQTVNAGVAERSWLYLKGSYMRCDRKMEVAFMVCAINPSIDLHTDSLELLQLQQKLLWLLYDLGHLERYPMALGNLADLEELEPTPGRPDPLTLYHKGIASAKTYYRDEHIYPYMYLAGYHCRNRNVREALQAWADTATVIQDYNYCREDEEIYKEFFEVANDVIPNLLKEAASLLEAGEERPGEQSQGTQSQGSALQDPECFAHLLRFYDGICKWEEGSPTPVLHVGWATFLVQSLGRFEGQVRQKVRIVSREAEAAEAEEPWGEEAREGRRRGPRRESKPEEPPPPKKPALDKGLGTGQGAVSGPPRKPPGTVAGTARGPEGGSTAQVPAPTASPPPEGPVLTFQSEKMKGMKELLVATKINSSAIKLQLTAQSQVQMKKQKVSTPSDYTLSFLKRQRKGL
# MLL CXXC-DNA inh: qHTS Fluorescence Polarization Assay for Inhibitors of MLL CXXC domain - DNA interaction; Histone-lysine N-methyltransferase 2A (Homo sapiens), Q03164; MLL-CXXC / FITC-HOXA9 DNA fluorescence polarization; Potency, µM (titrated, usually from 115 µM), for inactives: at the top dose activity change, negative = inhibition, most hits filed as inhibitors; actives 0.037% (n = 290,000); AID 2662, 2010; active = well fitted inhibition curve with a large enough effect in the polarisation, with a control signal flat, not every such curve was filed as active; inconclusive = small, poorly fitted or top-dose-only effect, or effect the other way, or a change in a side signal; inactive = no such curve, though single readings can be large or run the other way; the % refers to the polarisation; also: potency is read from the fitted curve at half-maximal effect
#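 Purified MLL-CXXC (added from a 7 uM solution) was preincubated 5 min at ambient with pinned compounds in 50 mM Tris-HCl pH 7.5, 50 mM NaCl, 1 mM DTT, 0.05% BSA. Fluorescein-labeled HOX-A9 DNA (50 nM solution) followed, 30 min, then polarization read.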
# USP2a block: qHTS Assay for Inhibitors of Ubiquitin-specific Protease USP2a Using CHOP2 as the Reporter; Ubiquitin carboxyl-terminal hydrolase 2 (Homo sapiens), O75604; USP2 core, Ub-CHOP2 coupled fluorogenic reporter, 485/531; Potency, µM (series often up to 38.3 µM), for the others: at the top dose activity change, negative = inhibition, usual class: inhibitors; actives 0.01% (n = 330,000); AID 463254, 2010;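 also: potency is read from the fitted curve at half-maximal effect; plate controls were DMSO wells for no effect and full inhibition by NEM control for full effect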
#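 Cell-free coupled assay: 10nM USP2 core preincubated 30min RT with compound in Tris-HCl pH 8.0/CaCl2/CHAPS buffer, then 25nM Ub-CHOP2 and 25nM reporter substrate; fluorescence (Ex 485/Em 531) read after 60min RT, normalized to NEM inhibition, concentration-response curves fitted.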
# GALK inh: qHTS Assay for Inhibitors of Human Galactokinase (GALK); P51570; Purified GALK, Kinase-Glo residual ATP luminescence; Potency, µM (top dose mostly 57.5 µM), for the others: at the highest dose activity change, negative = inhibition, usual class: inhibitors; actives 0.007% (n = 270,000); also: potency is read from the fitted curve at half-maximal effect; % is scaled to controls: 0 for no effect and ±100 for the full control effect
#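 GALK at 5 nM final was combined with compound, 35 uM ATP and 100 uM galactose in HEPES pH8.0 with MgCl2 and DTT. The reaction ran one hour at room temperature before luminescent ATP detection.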
# B2AR arrestin: qHTS assay of beta-arrestin-biased ligands of beta2-adrenergic receptor; Beta-2 adrenergic receptor (Homo sapiens), P07550; beta-arrestin recruitment to beta2AR, cell-based reporter; Potency, µM (top dose mostly 46.1 µM), for the others: at the highest dose activation, actives largely listed as activators; actives 0.02% (n = 330,000);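 also: potency is read from the fitted curve at half-maximal effect; 0% = DMSO controls and full agonism = EC100 isoproterenol or metaproterenol; nearly all actives have a fitted effect of over 65% in size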
# Target sequence (P07550 whole entry, looked up): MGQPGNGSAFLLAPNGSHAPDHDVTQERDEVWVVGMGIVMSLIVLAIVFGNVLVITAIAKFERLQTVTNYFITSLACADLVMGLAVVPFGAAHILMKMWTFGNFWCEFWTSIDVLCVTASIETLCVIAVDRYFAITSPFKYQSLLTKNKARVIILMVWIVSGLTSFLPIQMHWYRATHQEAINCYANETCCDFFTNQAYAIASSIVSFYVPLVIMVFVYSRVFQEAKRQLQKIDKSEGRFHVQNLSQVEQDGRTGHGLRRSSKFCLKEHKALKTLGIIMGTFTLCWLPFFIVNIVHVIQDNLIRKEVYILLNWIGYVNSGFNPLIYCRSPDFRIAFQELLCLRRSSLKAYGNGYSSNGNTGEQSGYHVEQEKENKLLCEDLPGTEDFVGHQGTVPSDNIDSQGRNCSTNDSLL
# KCNH2 3.1 inh: qHTS for Inhibitors of KCHN2 3.1: Mutant qHTS; actives 0.95% (n = 340,000); activity change, % (tested at about 1.8 µM); U2OS KCNH2 3.1, thallium flux FluxOr; hits give low values; Potassium voltage-gated channel subfamily H member 2, brain isoform KCNH2 3.1 (human); AID 720553, 2013;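 active = maximum activity change below -70%; inconclusive = maximum activity change from -70% to -50%; inactive = maximum activity change above -50%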;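 also: thallium influx rate constant from kinetic fluorescence after stimulation buffer; % is scaled to controls: 0 for no effect and ±100 for the full control effect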
#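 Kinetic fluorescence (2 min after stimulation buffer) measures Tl+ influx through KCNH2 3.1 expressed by viral transduction in U2OS cells; the rate constant is normalized against DMSO controls serving as positive and negative references.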
# PKM2 act: qHTS Assay for Activators of Human Muscle isoform 2 Pyruvate Kinase; Potency, µM (highest dose often 57.5 µM), without a hit: top-dose activation, actives largely listed as activators; actives 0.34% (n = 260,000); Pyruvate kinase PKM (Homo sapiens), P14618; purified PKM2, Kinase-Glo ATP luminescence, activation; response scale: 0% is enzyme alone, no compound; also: potency is read from the fitted curve at half-maximal effect; % is scaled to controls: 0 for no effect and ±100 for the full control effect; nearly all actives have a fitted effect of over 55% in size
#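 Purified hPK-M2 (>95%) run at intermediate activity with 0.1 mM ADP and 0.5 mM PEP in 50 mM imidazole pH 7.2, KCl, MgCl2; 1 h room temperature. ATP formed read by Kinase-Glo luminescence; normalized to uninhibited and no-enzyme controls.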
# Giardia killer: Small Molecules that selectively kill Giardia lamblia: qHTS; Giardia lamblia trophozoite viability; activity change, % at 7.66 µM, hits read low; actives 0.15% (n = 340,000); in the data active = activity change below about -80%; inconclusive = between about -30% and that limit;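 also: parasites exposed to compound for two days anaerobically before the ATP read; % is scaled to controls: 0 for no effect and ±100 for the full control effect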
#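 Each well holds 100 Giardia trophozoites and compound. After two days (48 hrs) at 37 deg C in anaerobic conditions, ATP is quantified by luminescence.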
# hERG WT inh: qHTS for Inhibitors of KCHN2 3.1: Wildtype qHTS; U2OS, BacMam KCNH2, thallium flux FluxOr; hits give low values; activity change, % at 1.84 µM; actives 0.37% (n = 340,000);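 active = maximum activity change below -70%; inconclusive = maximum activity change between -70% and -50%; inactive = maximum activity change above -50%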; also: % is scaled to controls: 0 for no effect and ±100 for the full control effect
#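 U2OS cells were transduced with wild-type KCNH2 virus (2.03 x 10^8 / mL) for 4 h at room temperature, then cultured overnight at 37 C. Thallium flux was read with FluxOr dye. Rate constants were normalized to DMSO controls.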
# * marks the source's active call; other numbers are inactive results; u = inconclusive; x = not tested or not shown; & = joins results of further samples; [ ] = another dose, or the depositor's remark. Unless noted, calls follow the shape of the dose curve; as a rule, active = well fitted curve in the direction sought with a large enough effect; inconclusive = small, poorly fitted or top-dose-only effect, or another doubt; inactive = no such curve, though single readings can be large; an effect the other way counts as inactive or inconclusive. An excerpt; count on the stated rates, not on these rows.
SMILES,Coupling enz,TRPV1 agonist,Menin-MLL TR inh,MLL CXXC-DNA inh,USP2a block,GALK inh,B2AR arrestin,KCNH2 3.1 inh,PKM2 act,Giardia killer,hERG WT inh
CCc1nc2c(sc3nc4c(cc32)COC(C)(C)C4)c(=O)n1Cc1ccco1,-18.1,-3.7,13.7%,10.9%,-3.6%,-1.4%,0.7%,8.1,u,10.6,-1.5
CCOC(=O)c1c(C)[nH]c(C)c1C(=O)COC(=O)c1ccc([N+](=O)[O-])s1,x,-0.2,x,x,-4.3%,x,1.7%,-17.1,x,-0.1,13.0
COc1ccc(OCC(=O)N/N=C(\CCC(=O)O)c2cccs2)cc1,6.5,0.4,-0.8%,-27.1%,1.8%,3.2%,0.2%,8.1,7.4%,9.3,7.6
N#C/C(=C\C=C\c1ccccc1)c1nc(-c2ccc3c(c2)OCO3)cs1,-0.8,-0.5,-0.5%,u,2.6%,2.3%,0.1%,-2.2,10.8%,2.7,-11.1
COc1ccccc1N(C)S(=O)(=O)c1ccc(C(=O)NCc2ccc3c(c2)OCO3)cc1,-0.7,-1.5,-22.3%,0.3%,-5.3%,3.7%,0.3%,19.7,0.3%,13.3,4.4
COc1ccc(CNc2ccc3c(c2)nc(C)n3C)cc1,-1.0,-0.6,-2.8%,8.2%,2.4%,2.1%,0.0%,-17.8,-12.2%,-5.5,12.2
Clc1ccc(C2[C@H]3CN(Cc4cccnc4)[C@H](c4ccccc4)C34CC2(c2cccnc2)C4)cn1 (stereo not given in full),8.5&3.2,-0.3,-8.9%,0.8%,-12.8%,-2.6%,0.6%,-3.1,-2.9%&1.2%,-8.4,8.4
Clc1ccc(-c2nnc3sc(-c4ccc(Br)o4)nn23)c(Cl)c1,3.1,-0.2,-12.3%,33.6%[activator],0.3%,-0.4%,-0.1%,0.1,7.5%,34.0[activator],9.5
C=CCNC(=O)c1ccc(OC)cc1,3.4,-1.9,-6.5%,7.8%,9.3%,1.4%,-0.6%,6.9,-35.5%,-25.3,3.6
CC(C)Oc1ccc(N2CC(C(=O)Nc3ccccn3)CC2=O)cc1 (stereo not given),-0.1,u,5.2%,-24.0%,-1.3%,-2.3%,-0.1%,6.9,4.8%,9.0,-0.3
Cn1ncc2cc(NC(=S)NC(=O)c3ccccc3)ccc21,-0.1,5.9,16.1%,8.2%,2.4%,-0.6%,-2.6%,0.6,-1.1%,-8.9,3.5
CCOC(=O)N1CCN(c2c(NCCN3CCN(Cc4ccccc4)CC3)c(=O)c2=O)CC1,1.8,-1.1,2.2%,-7.1%,0.6%,1.4%,0.5%,3.4,-3.0%,-7.3,4.9
CCOC(=O)CC(C#N)c1cn(C)c2ccccc12 (stereo not given),-6.3,5.1,-0.1%,0.8%,3.5%,-0.3%,0.4%,-10.8,-4.9%,-2.4,8.1
O=c1oc(-c2ccccc2Cl)nc2ccsc12,-0.8,2.7,30.6%[activator],-2.3%,-1.3%,-3.6%,8.6%,4.6,3.2%,-4.1,-0.8
CCCNC(=O)N1c2ccccc2Sc2ccccc21,0.7,6.4,x,-11.8%,1.4%,2.7%,0.5%,2.4,-3.3%,9.0,-0.3
CCOC(=O)CN1C(=O)C2Cc3ccccc3CN2C1=S (stereo not given),-8.8,0.4,24.6%,-0.3%,-0.2%,-2.5%,0.2%,7.3,5.3%,-1.9,-1.8
CCCCNC(=O)CCCCn1c(=S)[nH]c2c([nH]c3ccc(OC)cc32)c1=O,-0.7,-2.7,0.1%,6.0%,3.4%,3.3%,-0.5%,41.5,3.6%,-5.5,x
CC(=O)N1CCN(S(=O)(=O)c2cccc(C(=O)Nc3nc4ccccc4[nH]3)c2)CC1,-2.8,-2.0,u,12.9%,-1.1%,0.1%,-0.8%,-15.3,-3.7%,19.6,3.6
COC(=O)c1ccc(C2C(C(=O)OCC(C)C)=C(C)N=C3SCCC(=O)N32)cc1 (stereo not given),0.9,1.8,-17.7%,2.7%,1.7%,-3.4%,-0.2%,-0.3,3.5%,6.7,-0.5
COc1ccc(N(CC(=O)N/N=C/c2ccc(-c3ccc([N+](=O)[O-])cc3)o2)S(=O)(=O)c2ccc(C)cc2)cc1,6.0,-8.7,u,36.9%[activator],12.4%,1.8%,-0.3%,-48.0,1.5%,12.6,-38.7
O=C(NC1CCCCCC1)c1ccc(CS(=O)Cc2cccc(Cl)c2)o1 (stereo not given),x,1.5,x,-8.9%,1.1%,0.6%,-0.1%,-0.4,x,4.4,-6.7
COc1ccc(/C=C/C(=O)O)cc1S(=O)(=O)N1CCc2ccccc21,-3.3,1.5,19.8%,21.1%,-1.9%,1.7%,-0.1%,10.6,x,-3.1,0.7
Oc1ccc2ccccc2c1/C=N/c1nc2c(s1)CCCC2,-39.9*,-0.1,-0.3%,9.8%,3.3%,-3.4%,0.0%,-34.9,12.7%,8.1,-3.7
COc1ccc(C(=O)CCN2CCc3cc(OC)c(OC)cc3C2)cc1,0.4,u,-21.9%,59.4%[activator],10.6%,-3.7%,-0.1%,-34.4,-0.4%,-4.6,2.1
CC1CC(C)CN(C(=O)c2cc3cc(Br)cc(Br)c3o2)C1 (stereo not given),-0.7,28.1,u,-11.1%,-0.7%,10.6%,0.1%,-7.4,-1.4%,0.8,-4.6
COc1cc2cnc(-c3ccccc3)c(-c3ccc(C#N)cc3)c2cc1OC,x,1.6,x,x,-1.4%,x,0.1%,2.9,x,-22.1,-6.8
CCN(c1ccccc1)S(=O)(=O)c1ccc(C(=O)OC(C)C(=O)NCCC2=CCCCC2)cc1 (stereo not given),0.9,-0.7,-22.5%,9.5%,0.0%,3.2%,0.1%,-3.2,0.3%,7.9,7.4
CCN1CCN(c2cc(C)c3cc(NC(=O)c4cccs4)ccc3n2)CC1,8.0,-1.6,x,-31.1%,-4.6%,4.8%,-0.3%,-7.2,-6.8%,-8.4,5.2
O=C(CN(C(=O)c1csnn1)c1cccc2c1CCCC2)NC1CCCC1,0.7,-0.8,-0.4%,u,0.0%,-0.5%,-0.1%,-0.1,-2.8%,10.6,1.8
FC(F)(F)COc1ccc(-c2nnc(SCc3c(Cl)cccc3Cl)o2)cn1,0.3,-7.2,x,-7.0%,0.9%,-0.8%,0.4%,1.6,-1.1%,8.7,-4.5
CCOC(=O)c1[nH]c(CSc2nnnn2-c2ccccc2C)c(C(=O)OCC)c1C,-1.3,15.0,-14.8%,71.8%[activator],-9.6%,-0.7%,0.2%,-5.7,-2.6%,u,5.7
O=C(c1ccco1)N1CCN(C2CC(=O)N(c3ccccc3)C2=O)CC1 (stereo not given),2.1,-3.7,-11.5%,-5.8%,7.1%,2.1%,-0.3%,-0.4,-1.7%,4.9,6.5
O=S(=O)(c1ccccc1F)N1CCC(Oc2ccc(-n3cnnn3)cc2)CC1,x,2.4,x,-19.1%,1.0%,-4.6%,0.4%,-14.5,x,-0.2,2.5
O=C(Nc1cc([N+](=O)[O-])ccc1Cl)C1CC1,0.8,-6.4,7.3%,7.2%,1.7%,2.2%,-0.6%,33.5,-18.1%,-9.7,6.0
CCCC1(c2ccccc2)NC(=O)NC1=O (stereo not given),-0.6,2.1,0.7%,1.4%,-0.6%,3.8%,-0.3%,7.7,3.2%,-8.7,-0.7
